# Assay outcomes from PubChem.
# Hsp70 inhibitors – small molecules displacing fluorescent ligand from Hsp70 – biochemical, fluorescence polarization, primary screen (AID 583) | Hsp70 fluorescence polarization probe displacement, mP; higher % means a stronger effect | displacement, % at 20 µM, or IC50 in µM where a hit was titrated | actives 0.06% (n = 140,000); in the data active = displacement above about 50%;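 also: plate controls were vehicle for no effect and reference ligand for full effect; a part of the inactive calls stands beside numbers as strong as those of hits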
# Rat MKP-3 inhibitors – MKP-3 phosphatase inhibitors, primary screen, biochemical, rat enzyme, in vitro (AID 425). recombinant MKP-3 phosphatase activity, fluorescence; higher % means a stronger effect. inhibition, % at 20 µM; hits with a dose series show IC50 in µM. actives 0.17% (n = 110,000); in the data active = inhibition above about 50%;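 also: plate controls were vehicle for no effect and reference inhibitor for full effect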
# * hit, by the source's call; x = not tested or not shown; & = joins results of further samples. The list is partial; the hit share may differ from the screen's.
SMILES | Hsp70 inhibitors | Rat MKP-3 inhibitors
CCN1CCN(c2ccc(C(F)(F)F)cn2)CC1 | -1.5% | 2%
COc1cc(C)cc2oc(=O)c3c(c12)CCC3 | -1.6% | 1%
[O-][n+]1onc2c1CCC1N(O)CCC21O (stereo unspecified) | -2.4% | -12%
CN(C)c1ccc(/C=N/NC(=O)C(=O)NN/C(N)=N\[N+](=O)[O-])cc1 | 0.0% | -1%
C#CC(C)(C)N1CC[C@@H](O)[C@@H]2CCC[C@@H]21 | 3.6% | 4%
O=c1c(C=NCc2cccs2)c(O)n(C2CCCCC2)c(=O)n1C1CCCCC1 | -6.0% | x
CN1CCN(c2ccc([N+](=O)[O-])c(N3CCN(C)CC3)c2Cl)CC1 | 2.1% | 1%
O=C(Cc1ccccc1)OCCN1CCCCC1 | 0.0% | -7%
COc1cc2c(cc1OC)-c1c(OC)c(OC)cc3c1C(C2)N(C)CC3 (stereo unspecified) | 3.0% | 26%
N=c1sc2c(n1Cc1ccccc1)CCCC2 | 14% | 4%
O=C(Nc1ccc(Cl)c(-c2nc3ncccc3o2)c1)c1cccc(OCc2ccccc2)c1 | -5.8% | 8%
CCCCOC(=O)C1=C(N)OC2=C(C(=O)CCC2)[C@]12C(=O)N(C)c1ccccc12 | -2.8% | -5%

# Continued; the last two above are carried over.
SMILES | Hsp70 inhibitors | Rat MKP-3 inhibitors
O=C(Nc1ccc(Cl)c(-c2nc3ncccc3o2)c1)c1cccc(OCc2ccccc2)c1 | -5.8% | 8%
CCCCOC(=O)C1=C(N)OC2=C(C(=O)CCC2)[C@]12C(=O)N(C)c1ccccc12 | -2.8% | -5%
Nc1c2c(nc3ccccc13)CCCCC2 | -2.5% | 0%
Cc1cc(OCc2nn[nH]n2)c2c3c(c(=O)oc2c1)CCCC3 | 2.7% | -2%
Cc1nonc1-c1nc(-c2nonc2N)n[nH]1 | 1.0% | -5%
C[C@]12CCC(=O)C=C1CC[C@@H]1[C@@H]2CC[C@]2(C)C(=O)CC[C@@H]12 | -1.4% | 2%
O=C1CC(=O)N(c2ccc(I)cc2)C(=O)N1 | -1.0% | 4%
CC1(C)C2([N+](=O)[O-])CNCC1([N+](=O)[O-])CNC2 | -4.3%&-1.1% | 1%
CCOC(=O)C1CCN(C(C)C(=O)c2c(C)[nH]c3cc(C)ccc23)CC1 (stereo unspecified) | 0.9% | 10%
COc1ccccc1N1CCN(Cc2cccc(OC)c2O)CC1 | 0.4% | -10%
COP(=S)(OC)SCN1C(=O)c2ccccc2C1=O | 3.2%&-4.2% | -2%&2%
COc1ccc2nc(NC(=O)CCc3nc(C4=CCN(C)CC4)no3)sc2c1 | 3.5% | -5%
CN1CCN(c2ccc(NC(=O)C(C)(C)C)cc2)CC1 | -5.2% | -2%
CCCCSc1nnc(NC(=O)Cn2c[n+]([N-][N+](=O)[O-])cn2)s1 | 2.2% | 0%

# Single records (already shown). Order of values: Hsp70 inhibitors | Rat MKP-3 inhibitors
# CN1CCN(c2ccc(NC(=O)C(C)(C)C)cc2)CC1 reads -5.2% | -2%
# Cc1nonc1-c1nc(-c2nonc2N)n[nH]1 reads 1.0% | -5%
# CN(C)c1ccc(/C=N/NC(=O)C(=O)NN/C(N)=N\[N+](=O)[O-])cc1 reads 0.0% | -1%
# Cc1cc(OCc2nn[nH]n2)c2c3c(c(=O)oc2c1)CCCC3 reads 2.7% | -2%
# CCCCOC(=O)C1=C(N)OC2=C(C(=O)CCC2)[C@]12C(=O)N(C)c1ccccc12 reads -2.8% | -5%

# Later entries.
SMILES | Hsp70 inhibitors | Rat MKP-3 inhibitors
COc1ccc(C=C2C(=O)NC(=S)NC2=O)cc1OCc1ccccc1Cl | 4.1% | 3%
CC(=NCC1CCCO1)c1c(O)n(-c2ccc(C)cc2)c(=O)[nH]c1=O (stereo unspecified) | -0.6% | x
C=CCn1c(O)c(C(C)=NCc2cccnc2)c(=O)[nH]c1=O | 2.7% | 7%
O=C(COc1ccccc1)N1CCN(C2CCCC2)CC1 | 3.4% | 3%
COC(=O)C1=C(N)Oc2c(c(=O)oc3ccccc23)C1c1cccnc1 (stereo unspecified) | 1.9% | x
CCC(=Nc1ccc(OC)cc1OC)c1c(O)[nH]c(=O)[nH]c1=O | 4.4% | 2%
O=c1cccc2n1CC1CC2CN(Cc2c(F)cccc2Cl)C1 (stereo unspecified) | -5.0% | -3%
CCCCP(=O)(O)CCC(=O)O | 1.7% | -16%
O=C(COc1ccc(Cl)cc1)N1CCN(C2CCCCCC2)CC1 | 12% | -3%

# 6 of the compounds above, with two lines to a compound.
# Under each structure – Hsp70 inhibitors, Rat MKP-3 inhibitors
CCCCP(=O)(O)CCC(=O)O
    1.7%, -16%
COC(=O)C1=C(N)Oc2c(c(=O)oc3ccccc23)C1c1cccnc1 (stereo unspecified)
    1.9%, x
O=C(COc1ccccc1)N1CCN(C2CCCC2)CC1
    3.4%, 3%
C=CCn1c(O)c(C(C)=NCc2cccnc2)c(=O)[nH]c1=O
    2.7%, 7%
O=c1cccc2n1CC1CC2CN(Cc2c(F)cccc2Cl)C1 (stereo unspecified)
    -5.0%, -3%
COc1ccc(C=C2C(=O)NC(=S)NC2=O)cc1OCc1ccccc1Cl
    4.1%, 3%
